AID inh = blocks human AID cytidine deaminase activity. Potency, µM (series often up to 115 µM), for the others: at the top dose activity change, negative = inhibition, actives largely listed as inhibitors. Q9GZX7. 91,000 tested, 0.32% active. AID deamination FRET fluorescence, UDG-coupled, 4 h; note: nearly all actives have a fitted effect of over 25% in size
Target sequence (Q9GZX7 whole entry, looked up): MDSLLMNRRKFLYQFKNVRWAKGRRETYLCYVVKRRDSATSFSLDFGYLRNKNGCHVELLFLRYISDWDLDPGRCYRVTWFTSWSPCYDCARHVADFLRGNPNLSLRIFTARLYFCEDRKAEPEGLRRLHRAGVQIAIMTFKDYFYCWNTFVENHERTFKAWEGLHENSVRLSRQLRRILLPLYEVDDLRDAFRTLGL
UDG counterscr = counter-screen for AID inhibitors: uracil-DNA glycosylase inhibition; FRET deamination/UDG coupled assay, UDG read, 4 h; 91,000 tested, 0.14% active; Potency, µM (doses to about 115 µM), without a hit: at the top dose activity change, negative = inhibition, most hits filed as inhibitors; note: nearly all actives have a fitted effect of over 65% in size
An asterisk follows results filed as active; ? = inconclusive; & = joins results of further samples; [ ] = remark or other dose. Calls come from the whole dose curve; as a rule, active = well fitted curve in the direction sought with a large enough effect; inconclusive = small, poorly fitted or top-dose-only effect, or another doubt; inactive = no such curve, though single readings can be large; an effect the other way counts as inactive or inconclusive. % is set by controls: 0 for no effect and ±100 for the full control effect; potency is the fitted concentration of half-maximal effect. An excerpt. The share of hits here may be higher or lower than overall.

#	Molecule	AID inh	UDG counterscr
1	CSc1ccc(C2c3c(oc4ccc(F)cc4c3=O)C(=O)N2c2ccc(C)cn2)cc1 (centres undefined)	13%	10%
2	COc1cc(-c2nc(Cn3nnc(C(=O)Nc4cccc(Cl)c4)c3C)c(C)o2)cc(OC)c1OC	21%	5%
3	COCc1nn2c(c1-c1ccccc1)NC(=O)CC2C(=O)Nc1ccc(OC)c(Cl)c1 (centres undefined)	-12%	-10%
4	CC1CCN(C(=O)Cn2c(=O)n(CC3CCC(C(=O)NC(C)C)CC3)c(=O)c3sccc32)CC1 (centres undefined)	3%	3%
5	COC(=O)c1c(NC(=O)c2cc(=O)c3c(C)cc(C)cc3o2)sc2c1CCCC2	7%	-19%[57.5 µM]
6	Cc1cccc(S(=O)Cc2ccc(C(=O)NC3CCCCCC3)o2)c1 (centres undefined)	-11%	-3%
7	O=C(CN1CCCc2c(F)cc(F)cc21)Nc1cccc2nsnc12	?	?
8	Clc1ccc(-c2ccc(CNc3ncn[nH]3)o2)c(Cl)c1	-6%	13%
9	Cc1ccc(NC(=O)CSc2nc3ccccc3nc2Cc2ccccc2F)cc1F	8%	-2%
10	COC(=O)c1sccc1S(=O)(=O)N(CC(=O)Nc1c(C)cccc1C)c1ccc(C)c(C)c1	10%	54%[activator]
11	CN(Cc1ccco1)C(=O)c1cccc(S(=O)(=O)N2CCCCC2)c1	-2%	4%
12	O=C(c1cc(-c2ccccc2)n[nH]1)N1CCN(c2ncccn2)CC1	-1%	-9%
13	NCCSC12CC3CC(CC(C3)C1)C2	-3%	3%
14	Cc1cc(=O)n2nc(N(C)Cc3ccc4c(c3)OCO4)sc2n1	5%	-7%
15	CCOc1ccc(C(=O)CC2(O)C(=O)Nc3ccc(C)cc32)cc1 (centres undefined)	1%	-2%
16	CN(Cc1nnc(-c2ccc(Br)s2)o1)C1CCCC1	-3%	-3%
17	CC1=C(C(=O)OCc2ccc(C)cc2)C(c2cccc(F)c2F)CC(=O)N1 (centres undefined)	24%	3%
18	Cc1cc(NS(=O)(=O)c2ccc3oc(=O)c4ncn(C)c4c3c2)ccc1Br	-3%	0%
19	Cc1cn2c(=O)cc(COC(=O)c3cccc(NC(=O)COc4ccccc4C)c3)nc2s1	-20%	2%
20	CCN(C)CC12CC3CC(CC(C3)C1)C2	-5%	-7%

An excerpt from above in order of the AID inh value, smallest number first.
cpd	mol	AID inh
6	Cc1cccc(S(=O)Cc2ccc(C(=O)NC3CCCCCC3)o2)c1 (centres undefined)	-11%
18	Cc1cc(NS(=O)(=O)c2ccc3oc(=O)c4ncn(C)c4c3c2)ccc1Br	-3%
5	COC(=O)c1c(NC(=O)c2cc(=O)c3c(C)cc(C)cc3o2)sc2c1CCCC2	7%
2	COc1cc(-c2nc(Cn3nnc(C(=O)Nc4cccc(Cl)c4)c3C)c(C)o2)cc(OC)c1OC	21%
17	CC1=C(C(=O)OCc2ccc(C)cc2)C(c2cccc(F)c2F)CC(=O)N1 (centres undefined)	24%

The list goes on:
#	Molecule	AID inh	UDG counterscr
21	O=C(Nc1cccc(C(F)(F)F)c1)c1cccc(NC(=O)c2ccc[n+]([O-])c2)c1	-2%	7%
22	CCN(CC)CCCNC(=O)c1ccc2c(Cl)c3c(nc2c1)CCCC3	?	-3%
23	CCC(C)(C)C(=O)N1CCC(C(=O)Nc2cc(C)ccn2)CC1	-11%	1%
24	CCc1nc(NCCCOC)c(C#N)c2c1CCCC2	-6%	0%
25	CCCCc1cc(=O)oc2c(C)c3c(cc12)C=CC1(CCCCC1)O3	-15%	-6%
26	CCOc1ccc(CCNC(=O)c2ccc(CS(=O)(=O)c3ccccc3C)o2)cc1OCC	16%	-6%
27	Cc1ccc(C)c(-c2cc(C(=O)O)c3ccccc3n2)c1	-5%	1%
28	COc1cccc(C2=NS(=O)(=O)N(C)C(C(=O)N3CCN(c4ccc(F)cc4)CC3)=C2)c1	-6%	1%
29	Cc1ccc(Nc2nc(N)c(C#N)c(CC#N)c2C#N)c(C)c1	-24%	-13%
30	CCOc1ccc(NC(=O)c2cc(C)nc3c2c(C)nn3-c2cccc(F)c2)cc1	4%	9%
31	CCCCCn1nc(C(=O)OCc2ccc(C(=O)OC)cc2)c2ccccc2c1=O	-4%	-1%
32	CCCCCCCOC(=O)c1c(C)oc2ccc(NS(=O)(=O)c3cccs3)cc12	-8%	-10%
33	O=c1ccc2ccc(OS(=O)(=O)c3ccc4c(c3)CCCC4)cc2o1	-13%	-2%
34	CCOc1ccc(NC(=O)c2c(C)oc3nc(C)nc(N4CCOCC4)c23)cc1	-17%	-8%
35	Cc1ccc(Nc2sc(C(=O)c3ccccc3)c(N)c2S(=O)(=O)c2ccccc2)c(C)c1	?	?
36	CCOC(=O)C1CCCN(S(=O)(=O)c2ccc3[nH]c(=O)oc3c2)C1 (centres undefined)	-10%	9%
37	Cc1ccc(SC(Sc2ccc(C)cc2)=C(Cl)/C=N/O)cc1	-6%	-3%
38	CCc1nnc2c(NCCc3ccc(OC)c(OC)c3)nc3ccccc3n12	7%	3%
39	COc1ccc(/C=C/C(=O)c2ccc(C3CCCCC3)cc2)cc1O	-2%	-1%
40	Cc1ccc(-c2cc(C(=O)Oc3ccccc3)c3cc(C)ccc3n2)cc1	11%	2%
41	O=C(NC1CCCc2ccccc21)c1cc(-c2ccncc2)nc2ccc(Cl)cc12 (centres undefined)	20%	-8%
42	Cc1cccc(OCc2nc(CC(=O)Nc3ccc(C)c(C)c3)cs2)c1	-3%	2%
43	CSCCC(=O)NCc1ccccc1F	-3%	-6%
44	Cc1cccc(C)c1NC(=O)N1CCC(C(N)=O)(N2CCCCC2)CC1	2%	-10%[57.5 µM]
45	CC(C)NC(=O)C1CCCN(S(=O)(=O)c2ccc3c(ccn3C)c2)C1 (centres undefined)	12%	51%[activator]
46	COc1ccc(CN(C(=O)c2cc(=O)c3ccccc3o2)C2CCS(=O)(=O)C2)cc1OC (centres undefined)	36%[activator]	-8%
47	CC(=O)Nc1ccc(NC(=O)CSc2nc3ccccc3nc2N2CCOCC2)cc1	-11%	2%
48	CC(=O)N(c1cccc(Cl)c1)c1nc(COC(=O)C=C(C)C)cs1	-10%	-1%
49	Cc1noc(C)c1COc1ccc(C(=O)N2CCC(C(N)=O)CC2)cc1	-1%	-2%
50	CC(C)C(C(=O)Nc1ccc(F)c(F)c1F)c1ccc(Cl)cc1 (centres undefined)	-7%	10%
51	Cc1ccccc1CN1C(=O)C(O)(CC(=O)c2ccccc2)c2cc(Cl)ccc21 (centres undefined)	1%	-7%
52	COc1ccc(C(C)(C)C)cc1NC(=O)c1ccc(NC(=O)CC#N)cc1	-2%	-2%
53	COc1ccc(OC)c(C(=O)COC(=O)COc2cccc(Cl)c2)c1	15%	5%
54	CCOC(=O)Cc1nnc(SC(C)C(=O)Nc2cc(Cl)ccc2C)n1C (centres undefined)	-4%	0%
55	COc1ccccc1Cn1c(CNS(=O)(=O)c2ccc(CC(C)C)cc2)nc2cccnc21	7%	2%
56	COc1ccccc1C(=O)N1CCN(Cc2cc(=O)oc3cc(C)ccc23)CC1	-14%	6%
57	CCCCOc1cccc(C(=O)Nc2cc3nn(-c4ccc(F)cc4)nc3cc2C)c1	132%[activator]	-3%
58	CC(=O)N1c2ccc(S(=O)(=O)N3CCN(c4cccc(Cl)c4)CC3)cc2CC1C (centres undefined)	-27%	-9%
59	COCCN1C(=O)c2oc3cc(C)cc(C)c3c(=O)c2C1c1cccc(O)c1 (centres undefined)	-1%	0%
60	Cc1c2cnn(-c3ccccc3)c(=O)c2c(C)n1C(C)C(=O)Nc1ccccc1C(F)(F)F (centres undefined)	-1%	3%
61	CCCn1cc(S(=O)(=O)c2ccc(OC)cc2)c(=O)c2cc(F)c(N3CCCCCC3)cc21	?	-26%
62	CC1(C)CC(=O)C2=C(C1)OC1=C(C(=O)CC(C)(C)C1)C2c1ccccc1C(F)(F)F	-5%	-5%
63	CC(C)=CC(=O)OC(C)C(=O)Nc1ccc(N2CCOCC2)cc1 (centres undefined)	-2%	-13%
64	Cc1ccc(NS(=O)(=O)c2c[nH]c3ccc([N+](=O)[O-])cc23)cc1	7%	8%
65	CCCOc1ccc(NC(=O)CC2C(=O)N(c3cccc(OC)c3)C(=O)N2CCc2ccncc2)cc1 (centres undefined)	20%	3%[57.5 µM]
66	CC(=O)Nc1ccc(S(=O)(=O)NCC2CCC(C(=O)NCCc3ccccc3)CC2)cc1 (centres undefined)	-3%&-5%	-5%&-19%
67	CCCCCOc1ccc(/C=C/C(=O)c2ccc(O)cc2)cc1OC	-4%	1%
68	COc1cccc(N2CCN(C(C(=O)O)c3c[nH]c4ccc(NC(=O)CCC(=O)O)cc34)CC2)c1 (centres undefined)	21%	3%
69	CCc1nn(CC(=O)NCCN(CC(C)C)CC(C)C)c(=O)c2cc3sc(C)cc3n12	15%	-1%
70	CCCNc1c(NC(=O)Nc2ccc(Cl)cc2)c(=O)oc2ccccc12	-7%	-2%
71	Cc1ccc(NC(=O)CC2Oc3ccc(C)cc3NC2=O)c(C)c1 (centres undefined)	11%	-1%
72	CCN(CC)C(=O)c1sc2c(c1C)c(=O)n(-c1ccc(OC)cc1OC)c(=O)n2CC(=O)c1ccc(Cl)cc1	227%[activator]	-4%
73	O=C(CSCc1ccc(F)cc1)N1CCN(c2ccccc2F)CC1	-6%	-1%[57.5 µM]
74	COc1ccc(C(=O)N2c3ccc(C)cc3C(C)(c3ccccc3)CC2(C)C)cc1 (centres undefined)	-22%	-7%
75	COC(=O)c1ccc(C(=O)OC)c(NC(=O)N2CC3CCCN3c3ccccc32)c1 (centres undefined)	-30%	-21%
76	CCCNC(=O)C1CN(C(=O)c2nn(Cc3ccccc3)c(=O)c3ccccc23)c2ccccc2O1 (centres undefined)	-7%	-2%
77	COCCCn1c(=N)c(C(=O)NCC2CCCO2)cc2c(=O)n3cc(C)ccc3nc21 (centres undefined)	45%[activator]	9%
78	O=C1CC(C(=O)NCc2ccc(C(F)(F)F)cc2)c2ccccc2N1 (centres undefined)	3%	5%
79	CCN(CC)S(=O)(=O)c1ccc(-c2csc(-c3ccccc3OC)n2)cc1	-11%	-14%
80	CCNC(=O)N(C)Cc1nc(-c2ccc(C)cc2)no1	-1%	-1%

Taken from above:
CC(C)NC(=O)C1CCCN(S(=O)(=O)c2ccc3c(ccn3C)c2)C1 (centres undefined) @ AID inh = 12%
CCCNC(=O)C1CN(C(=O)c2nn(Cc3ccccc3)c(=O)c3ccccc23)c2ccccc2O1 (centres undefined) @ UDG counterscr = -2%

Following part.
#	Molecule	AID inh	UDG counterscr
81	N#CCC(=O)c1ccc2c(c1)OCO2	-3%	-9%
82	COc1cccc2c1cc1c(=O)n(CC(=O)N3CCC(C)CC3)nc(C)n12	-25%	-1%
83	Cc1cc(Cl)ccc1NS(=O)(=O)c1ccc2c(c1)CCN2S(C)(=O)=O	30%[57.5 µM]	1%[57.5 µM]
84	Cc1cc(=O)oc2cc(OCC(=O)N3CCOCC3)ccc12	-9%	0%
85	CN(C)C(=O)CNC(=O)c1cc2sccc2n1Cc1ccccc1	3%	12%
86	CCCCOc1cccc(C(=O)N(Cc2ccc(N(C)C)cc2)C2CCS(=O)(=O)C2)c1 (centres undefined)	?	-14%
87	Cc1cc(C)c2oc(C(=O)N(Cc3ccc(Cl)cc3)C3CCS(=O)(=O)C3)cc(=O)c2c1 (centres undefined)	-13%	-16%
88	Cc1nn(C(=O)c2ccc(Cl)cc2)c(C)c1Sc1ccc(Cl)cc1	?	-22%
89	CCOC(=O)c1cnn(-c2ccc(C(=O)Nc3cc(OC)c(OC)c(OC)c3)cc2)c1N	8%	-2%
90	N=C(N)c1cc(N)cc(C(=N)N)c1	10%	-1%
91	CSc1ccc(/C=C/C(=O)c2ccc(NC(=O)c3ccccc3Cl)cc2)cc1	-4%	2%
92	COc1ccc(NC(=O)c2n[nH]c(=O)c3ccccc23)cc1OC1CCCC1	-2%	3%
93	N#Cc1cc([N+](=O)[O-])ccc1NC(=O)COC(=O)CC12CC3CC(CC(Br)(C3)C1)C2	3%	-5%
94	CCCC(C)(N)C(=O)O (centres undefined)	2%	0%
95	CC(=O)c1cccc(NC(=O)CN2C(=O)c3cccnc3Sc3ccccc32)c1	32%[activator]	-1%
96	CCCC(C(=O)NCCC12CC3CC(CC(C3)C1)C2)c1ccccc1 (centres undefined)	-4%	6%
97	c1cc2ccc(CNC3CC3)cc2[nH]1	10%	10%
98	CSc1ccccc1C(=O)O	3%	2%
99	Cc1ccc(COC(=O)c2nn(C)c(=O)c3ccccc23)cc1	-15%	-12%
100	COc1ccc(-c2cc(C(=O)NCCc3ccccc3)c3c(-c4ccc(Cl)cc4)[nH]nc3n2)cc1	14%	13%

Exported screen by screen: part of the list above
[93] N#Cc1cc([N+](=O)[O-])ccc1NC(=O)COC(=O)CC12CC3CC(CC(Br)(C3)C1)C2
[94] CCCC(C)(N)C(=O)O (centres undefined)
[95] CC(=O)c1cccc(NC(=O)CN2C(=O)c3cccnc3Sc3ccccc32)c1
assay / entry | 93 | 94 | 95
AID inh | 3% | 2% | 32%[activator]
UDG counterscr | -5% | 0% | -1%

Next entries follow.
#	Molecule	AID inh	UDG counterscr
101	Cc1nc(-c2ccc(S(=O)(=O)N3CCN(c4cccc(C(F)(F)F)c4)CC3)cc2)co1	?	-10%&-17%
102	Cc1ccc(-c2nnc(Nc3ccc(OCC(N)=O)cc3)c3ccccc23)cc1S(=O)(=O)NCC1CCCO1 (centres undefined)	-12%	5%
103	CCOc1ccc(NC(=O)c2ccc3c(c2)CCN3S(=O)(=O)c2ccc(Cl)cc2)cc1	-19%	-6%
104	Cc1nn(-c2ccccc2)c2nc(C3CC3)cc(C(=O)Nc3ccccc3F)c12	9%	8%
105	Cc1ccc(C(=O)N2c3ccc(C)cc3C(C)(c3ccccc3)CC2(C)C)cc1 (centres undefined)	-13%	-10%
106	O=C(CCSCc1ccccc1Cl)NCCc1ccccc1	-10%	-8%
107	COc1ccccc1OC(C)C(=O)N1CCC(c2nc3ccccc3s2)CC1 (centres undefined)	1%[57.5 µM]	-9%[57.5 µM]
